Epigenetic derep: epigenetic control regulation, reporter derepression. AID 1865. murine LDR cells, GFP reporter derepression, 30 h. 280,000 compounds, 0.2% hits. Potency, µM (highest dose often 53.9 µM), for inactives: at the highest dose GFP activation, usual class: activators; active = well fitted activation curve with a large enough effect; inconclusive = small, poorly fitted or top-dose-only effect; note: % of control where 0% means no effect; nearly all actives have a fitted effect of over 60% in size
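Murine LDR cells bearing a silenced CMV-driven GFP reporter were exposed to compound for 30 h at 37 C. After PBS washes, GFP-positive cells (20-120 um objects) counted by laser-scanning microplate cytometry.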
* = called active by the depositor; ? = inconclusive. Potency is the fitted concentration of half-maximal effect. A portion of the library; count on the stated rates, not on these rows.

SMILES | Epigenetic derep
Cc1ccc(CSC2=Nc3ccccc3C3=NC(CC(=O)NCc4cccs4)C(=O)N23)c(C)c1 (stereo not drawn) | -0.2%
CCc1nn2c(=O)cc(COC(=O)c3ccc(NC(=O)COc4ccccc4C)cc3)nc2s1 | 1.5%
CC(C)c1ccc(OC(=O)c2cc(-c3ccccc3)on2)cc1 | -3.2%
CN(Cc1ccccc1)c1ccc(-c2nc(-c3ccncc3)no2)cc1[N+](=O)[O-] | 15%
Cc1cc(C)cc(NC(=O)c2cc(S(=O)(=O)N3CCCC3)ccc2F)c1 | 3.8%
COc1ccc(C2CC(=O)Nc3c2c(C)nn3-c2nncc(-c3ccc(C)cc3)n2)c(OC)c1OC (stereo not drawn) | 1.5%
COc1cccc(NC(=O)CCc2nc3c(C)nn(-c4ccc(C)cc4)c3n(C)c2=O)c1 | -0.7%
CCc1ccc(NC(=O)N2CCN(Cc3nc4ccc(C)cc4o3)CC2)cc1 | -2.4%
CCc1ccccc1NC(=O)CSc1ncc2c(n1)-c1ccccc1N(C)S2(=O)=O | -0.9%
CCOC(=O)c1ccc(NC(=O)c2c(C)nn(-c3ccc(F)cc3)c2-n2cccc2)cc1 | -1.8%
CCOC(=O)CC1c2cc(OCC)c(OCC)cc2CCN1C(=O)Nc1cccc(Cl)c1 (stereo not drawn) | 5.4%
CCCCc1nn2c(=O)cc(COC(=O)c3ccc(NC(=O)c4ccccc4Cl)cc3)nc2s1 | 11%
CCCOc1ccc(NC(=O)CC2C(=O)N(c3ccc(C)cc3)C(=O)N2Cc2cccc(OC)c2)cc1 (stereo not drawn) | -3.0%
COc1cccc(NC(=O)c2c(C)oc3nc(C)nc(N4CCCC4)c23)c1 | -1.3%
COc1ccc(-c2nc(S(=O)(=O)c3ccc(Cl)cc3)c(NCc3ccccc3)o2)cc1 | 0.2%
O=C(Nc1c2c(nn1-c1ccc(Cl)cc1)CS(=O)(=O)C2)c1cccc(Cl)c1 | 8.8%
CC1CCC(N2CC(=O)N(C3CCCCC3)C(c3ccc(F)cc3)C2=O)CC1 (stereo not drawn) | 0.6%
CCc1ccc(-n2nc(C)c3c(C)cc(=O)n(CC(=O)Nc4cc(C)ccc4C)c32)cc1 | 0.0%
CCOc1ccc(CC(=O)NCCc2sc(-c3cccc(F)c3)nc2C)cc1 | 0.8%
Fc1ccc(-c2nn(-c3ccc(Cl)cc3)c3c2cnc2ccc(F)cc23)cc1 | -0.1%
CC(CNC(=O)c1ccc2nc(CCc3ccccc3)oc2c1)c1ccccc1 (stereo not drawn) | 0.0%
O=C(Cn1cc(S(=O)(=O)Cc2ccc(F)cc2)c2ccccc21)NCc1ccccc1 | 6.2%
CCc1ccc(CNC(=O)CCn2nc(C)c3c(C)n(-c4ccccc4)nc3c2=O)cc1 | -2.9%
O=C(Nc1ccccc1C(F)(F)F)c1ccc(F)c(S(=O)(=O)N2CCc3ccccc3C2)c1 | 8.2%

In another format: entries from further up
O=C(Cn1cc(S(=O)(=O)Cc2ccc(F)cc2)c2ccccc21)NCc1ccccc1
  Epigenetic derep: 6.2%

CCc1ccc(-n2nc(C)c3c(C)cc(=O)n(CC(=O)Nc4cc(C)ccc4C)c32)cc1
  Epigenetic derep: 0.0%

CCc1ccc(CNC(=O)CCn2nc(C)c3c(C)n(-c4ccccc4)nc3c2=O)cc1
  Epigenetic derep: -2.9%

O=C(Nc1ccccc1C(F)(F)F)c1ccc(F)c(S(=O)(=O)N2CCc3ccccc3C2)c1
  Epigenetic derep: 8.2%

(cont.)
SMILES | Epigenetic derep
CCCCc1nn2c(=O)cc(COC(=O)c3cccc(NC(=O)CCc4ccccc4)c3)nc2s1 | -5.2%
CCOC(=O)CNC(=O)N1CCCN(S(=O)(=O)c2ccc3c(ccn3CC)c2)CC1 | -1.7%
Cc1ccccc1CNC(=O)c1ccc(Cn2c(SCc3ccccc3)nc3cccnc32)cc1 | -2.3%
Cc1cccc(OC(=O)c2cc(-c3ccc(Cl)cc3)on2)c1C | -3.2%
N#Cc1ccccc1NC(=O)C(=O)NCC(c1cccnc1)N1CCc2ccccc2C1 (stereo not drawn) | 0.0%
COc1ccc(CNC(=O)Cn2ccc3cc(S(=O)(=O)N4CCCCC4)ccc32)c(OC)c1 | 5.7%
COc1cccc(CNC(=O)c2cnc(N3CCCCC3)c3ccccc23)c1 | 0.0%
CCOc1ccc(C(=O)Nc2ccc3c(c2)CCCN3S(=O)(=O)c2ccc(C)cc2)cc1 | -3.4%
Cc1cccc(OCC(=O)Nc2ccc3nc(Nc4cccc(Cl)c4)cc(C)c3c2)c1 | 1.2%
CCc1ccc(NC(=O)Cn2cc(S(=O)(=O)N3CCCC3)c(S(=O)(=O)N3CCCC3)c2)cc1 | 2.5%
O=C(NCc1ccccc1)c1ccc(CSc2nc3cccnc3n2Cc2ccccc2F)cc1 | -1.2%
CCN(CC)c1ccc(CNS(=O)(=O)c2cc3c(cc2C)NC(=O)CO3)cc1 | -1.8%

Reprinted from the part before: two entries, followed by the next part.
SMILES | Epigenetic derep
O=C(NCc1ccccc1)c1ccc(CSc2nc3cccnc3n2Cc2ccccc2F)cc1 | -1.2%
CCN(CC)c1ccc(CNS(=O)(=O)c2cc3c(cc2C)NC(=O)CO3)cc1 | -1.8%
CC1CCC(NC(=O)CCc2cn(Cc3ccc(F)cc3)c3ccccc23)CC1 (stereo not drawn) | 2.5%
CCc1nc2ccc(C(=O)N3CCN(c4cccc(OC)c4)CC3)cc2nc1CC | -0.2%
Cc1ccc(CN(C(=O)COc2cccc([N+](=O)[O-])c2)c2ccccn2)o1 | 0.0%
COc1ccccc1C(=O)OCc1cc(=O)n2nc(C3CC3)sc2n1 | 5.2%
COc1ccc2c(c1)c1c(c(=O)n(-c3cccc(Cl)c3)c(=O)n1CC(=O)NCC1CCCO1)n2C (stereo not drawn) | 0.8%
COc1ccc(C(=O)NCC(c2cccs2)S(=O)(=O)c2ccc(C)cc2)cc1 (stereo not drawn) | -0.8%
Cc1c(C(=O)Nc2ccc(F)c(F)c2)oc2ccc(S(=O)(=O)N(C)C3CCCCC3)cc12 | 5.3%
Cc1ccc(Cn2c(C(=O)O)c(CNC3CCCCC3)c3ccc(C)cc32)cc1 | 8.0%
COc1ccc(N2CCN(C(CNC(=O)c3ccc(C)cc3)c3ccc4c(c3)OCO4)CC2)cc1 (stereo not drawn) | 0.0%
COc1ccc(OC)c(NC(=O)C2CCN(S(=O)(=O)c3c(C)noc3/C=C/c3ccc(C)cc3)CC2)c1 | 5.1%
O=C(O)c1cc(-n2c(/C=C\c3ccc(F)cc3)nc3ccccc3c2=O)ccc1Cl | 1.6%
COc1ccc(-c2noc(N3CCC(C(=O)N4CCN(c5ccccc5OC)CC4)CC3)n2)cc1 | -1.1%
CCOC(=O)c1c(S(=O)(=O)N2CCC(C(=O)Nc3ncccc3C)CC2)c(C)n(C)c1C | -1.3%
COc1ccc(C)cc1NC(=O)C(Cc1ccccc1)NS(=O)(=O)c1cccs1 (stereo not drawn) | 3.8%
Cc1ccc2onc(CC(=O)N3CCN(c4cc(Cl)ccc4C)CC3)c2c1 | 4.2%
CCc1cccc(C)c1NC(=O)c1cnn(-c2ccc(F)cc2)c1-n1cccc1 | -0.2%
COc1ccc(CCNC(=O)c2ccc3c(c2)ncn3-c2ccc(C(C)C)cc2)cc1OC | 0.0%
Nc1ncc(S(=O)(=O)NCc2ccccc2)cn1 | 2.5%
Cc1cc(C)cc(NC(=O)C2CCN(c3nc4ccccc4nc3C(F)(F)F)CC2)c1 | -3.7%
Cc1ccccc1NC(=O)c1c2c(nc3ccccc13)C(=O)N(C1CCCCC1)C2 | 0.0%
Cc1cccc(NC(=O)c2c(C)cc(C)nc2SCC(=O)c2ccccc2)c1 | 4.1%
Cc1cccc(NC(=O)Cn2nc3c4ccccc4n(Cc4ccccc4)cc-3c2=O)c1 | ?
COC(=O)c1ccc(NC(=O)Cn2nc(C(=O)Nc3ccc(C)cc3)ccc2=O)cc1 | -1.3%
COc1ccc(N2CC(C(=O)Nc3ccccc3-c3nc(-c4ccc(C)cc4)no3)CC2=O)cc1 (stereo not drawn) | 7.0%

Retrieved one by one from the list above:
SMILES | Epigenetic derep
Cc1ccc(CSC2=Nc3ccccc3C3=NC(CC(=O)NCc4cccs4)C(=O)N23)c(C)c1 (stereo not drawn) | -0.2%
CCOC(=O)c1ccc(NC(=O)c2c(C)nn(-c3ccc(F)cc3)c2-n2cccc2)cc1 | -1.8%
Cc1cc(C)cc(NC(=O)C2CCN(c3nc4ccccc4nc3C(F)(F)F)CC2)c1 | -3.7%
CCc1nn2c(=O)cc(COC(=O)c3ccc(NC(=O)COc4ccccc4C)cc3)nc2s1 | 1.5%

Next part:
SMILES | Epigenetic derep
CCOc1ccccc1CNC(=O)CCn1c(=O)c2cccn2c2ccc(F)cc21 | 0.0%
COc1ccccc1OCCSc1nc2ccccc2n1CC(=O)N1CCOCC1 | 6.0%
CCc1ccc(CNC(=O)CN2C(=O)CSc3c2c(C)nn3-c2ccccc2)cc1 | 0.0%
CCOC(=O)c1ccc(NC(=O)C(CC)Sc2nncn3c2cc2oc(C)cc23)cc1 (stereo not drawn) | -1.8%
CCOc1ccc(NC(=O)NCCn2nnc3cc(S(=O)(=O)N(C)C)ccc32)cc1 | -4.5%
Cc1ccc(-c2c(CN3CCN(c4cccc(C)c4)C(C)C3)csc2C)cc1 (stereo not drawn) | -1.8%
CC1=C(c2ccc(C)c(C)c2)S(=O)(=O)N=C1N1CCC(C(=O)NCCc2ccco2)CC1 | 0.0%
O=C(Nc1ccccc1)c1cn(-c2ccccc2)nc1-c1ccccc1 | 0.5%
CCC(C)NC(=O)CCCN1C(=O)CCn2nc(-c3cccn3C)cc21 (stereo not drawn) | -0.9%
CCN(CC)C(=O)c1sc2c(c1C)c(=O)n(-c1ccc(C)c(C)c1)c(=O)n2CC(=O)Nc1ccc(F)cc1 | -1.8%
CCOc1cc(CNC(=O)C2CCN(c3nc4ccccc4[nH]3)CC2)cc(OCC)c1OCC | -5.3%
COc1ccc(C(CNC(=O)c2cccc([N+](=O)[O-])c2)N2CCOCC2)cc1 (stereo not drawn) | -3.2%
Cc1cc(C)cc(-n2c(C)nc3cc(C(=O)NCc4ccc(F)cc4)ccc32)c1 | 2.1%
O=C(CNC(=O)c1ccc(F)cc1)OCc1cc(=O)n2nc(C3CC3)sc2n1 | 0.0%
COc1cccc(OCC(=O)NCCS(=O)(=O)N2CCN(c3ccccc3F)CC2)c1 | 1.7%
COc1cccc(CNC(=O)CN2C(=O)N(c3cccc(Cl)c3)S(=O)(=O)c3ccccc32)c1OC | 0.0%
COc1ccc(NC(=O)CCc2c(C)nn(-c3ccc(N4CCCC4)nn3)c2C)cc1Cl | 0.8%
Cc1ccc(C)c(NC(=O)CN(Cc2ccccc2)S(=O)(=O)c2ccc3nc(C)sc3c2)c1 | 1.5%
COc1ccc(-c2noc(CC(=O)Nc3ccc(Br)cc3C)n2)cc1 | 3.8%
Cc1c(Cl)cccc1NC(=O)CCN1C(=O)c2ccccc2Sc2ncccc21 | -1.6%
COc1ccc(CNC(=O)CN2C(=O)COc3ccc(S(=O)(=O)N4CCCCCC4)cc32)cc1 | -2.8%
Cc1nc(-c2cccc(NC(=O)Nc3ccccc3C(F)(F)F)c2)no1 | 1.1%
O=C(Cn1cc(SCc2cccc(F)c2)c2ccccc21)N1CCOCC1 | -1.0%
COc1cccc(N2C(=O)CSC23C(=O)N(Cc2ccccc2F)c2ccccc23)c1 (stereo not drawn) | 2.5%
O=C(NCCCN1CCN(c2cccc(Cl)c2)CC1)c1ccc2nc(Cc3ccccc3)oc2c1 | -0.6%
COc1cc(OC)c(OC)cc1CN1CCc2nc(Nc3ccc4c(c3)OCCO4)ncc2C1 | -0.8%
Cc1ccc(-n2ncc3c(NCCCn4ccnc4)ncnc32)cc1C | 2.0%
COc1ccc2c(CNCc3cccs3)c(C(=O)O)n(Cc3ccc(C)cc3)c2c1 | -0.5%
Cc1ccc(CNC(=O)CCC(=O)N2CCSc3ccccc32)cc1 | 2.8%
CCC(=O)Nc1ccc(S(=O)(=O)NCc2ccc3c(c2)CCN3C(=O)c2ccc(C)cc2)cc1 | 7.2%
CC(C)CCNS(=O)(=O)c1ccc(N2CCCCS2(=O)=O)cc1 | -4.2%
CC(C)c1ccc(S(=O)(=O)c2nnn3c2nc(N2CCCCC2)c2sccc23)cc1 | 1.3%
CC(C)CC(=O)Nc1cc(-c2ccccc2F)nn1-c1ccccc1 | 1.3%
NS(=O)(=O)c1ccc(CCNC(=O)Cn2c(=O)c3cccn3c3ccc(F)cc32)cc1 | 1.4%
CCC(=O)N1CCCc2cc(S(=O)(=O)N3CCC(C(=O)NC4CCC(C)CC4)CC3)ccc21 (stereo not drawn) | 0.0%
Clc1ccc(CCNc2ncnc3c2c(-c2ccccc2)cn3-c2ccccc2)cc1 | 2.6%
COc1ccc(OC)c(NCc2cccn2-c2nnc(N3CCCCC3)s2)c1 | -1.3%
CCCNC(=O)CSc1c(CCC)cnc2c1c(=O)n(C)c(=O)n2C | 0.0%
CCCN(CCC)CCCNC(=O)C1CCN(S(=O)(=O)CC)CC1 | 2.8%
CCC1=C(c2ccc(C)cc2)S(=O)(=O)N=C1N1CCC(C(=O)Nc2ccccc2C(=O)OC)CC1 | 0.8%
CC(C)Cn1c(=O)c2sccc2n2c(CCCC(=O)NC3CCCCC3)nnc12 | -1.6%
CN(C)CCN(Cc1ccccc1)S(=O)(=O)c1csc(C(N)=O)c1 | -1.2%
CCCCc1ccc(NC(=O)c2ccc(=O)n(Cc3cccc(C)c3)c2)cc1 | 2.2%
CC(C)c1ccc(NC(=O)CSc2ncc3c(n2)-c2ccccc2N(C)S3(=O)=O)cc1 | 4.1%
